Screening results (PubChem)
p53 reactivation = mutant p53 re-activation in reporter cells; H1299 p53-A138V BP100-luciferase reporter, luminescence, 24 h; Potency, µM (titrated, usually from 92.2 µM), for the others: at the highest dose activity change, positive = activation, usual class: activators; 320,000 tested, 0.063% active; note: potency is the fitted concentration of half-maximal effect; % of control where 0% means no effect; nearly all actives have a fitted effect of over 45% in size
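H1299 (p53-null), stable ts p53-A138V + BP100-Luc; 1000 cells/well, Opti-MEM/10% FBS; cpd 4 pt, 1:5; 24 h, 37 deg C, 5% CO2; detection reagent 10 min RT; luminescence.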
FLuc counter = firefly luciferase modulation, counter-screen for miR-21 project; P08659; purified FLuc, Km substrates, luminescence inhibition; Potency, µM (series often up to 57.5 µM), for inactives: at the top dose activity change, negative = inhibition, hits mostly inhibitors; 360,000 tested, 6.9% active; AID 588342;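 note: potency is the fitted concentration of half-maximal effect; plate controls were vehicle for no effect and reference inhibitor for full effect; nearly all actives have a fitted effect of over 55% in size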
Target sequence (P08659 whole entry, looked up): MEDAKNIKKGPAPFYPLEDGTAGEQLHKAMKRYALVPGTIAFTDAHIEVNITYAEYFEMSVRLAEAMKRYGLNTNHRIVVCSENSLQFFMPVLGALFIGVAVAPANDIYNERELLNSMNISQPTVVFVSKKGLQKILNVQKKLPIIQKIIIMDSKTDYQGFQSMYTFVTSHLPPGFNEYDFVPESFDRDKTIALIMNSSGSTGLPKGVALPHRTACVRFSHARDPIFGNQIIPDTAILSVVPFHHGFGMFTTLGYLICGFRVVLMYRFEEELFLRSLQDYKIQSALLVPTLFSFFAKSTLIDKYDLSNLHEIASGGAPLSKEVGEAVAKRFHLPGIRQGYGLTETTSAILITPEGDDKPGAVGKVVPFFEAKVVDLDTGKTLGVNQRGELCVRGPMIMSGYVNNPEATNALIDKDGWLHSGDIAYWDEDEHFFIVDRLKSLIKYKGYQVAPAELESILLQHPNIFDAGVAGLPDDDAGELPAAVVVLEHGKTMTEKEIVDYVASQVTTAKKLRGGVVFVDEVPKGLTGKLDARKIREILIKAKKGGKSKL
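Purified P. pyralis luciferase (10nM final) with 10uM D-luciferin and 10uM ATP (Km levels) in 50mM Tris acetate pH 7.5, 10mM Mg acetate, 0.01% Tween-20, 0.05% BSA; qHTS 6-point titration, ~60 µM downward; luminescence read.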
RORg inh = ROR gamma (mouse) transcription inhibition. P51450. Potency, µM (series often up to 53.6 µM), for inactives: top-dose activity change, negative = inhibition, hits mostly inhibitors. AID 2551. Drosophila S2 Gal4-RORgamma UAS-luciferase reporter, 20 h. 310,000 tested, 5.4% active; note: potency is the fitted concentration of half-maximal effect; % is set by controls: 0 for no effect and ±100 for the full control effect; nearly all actives have a fitted effect of over 60% in size
Target sequence (P51450 whole entry, looked up, the tested form may be a part): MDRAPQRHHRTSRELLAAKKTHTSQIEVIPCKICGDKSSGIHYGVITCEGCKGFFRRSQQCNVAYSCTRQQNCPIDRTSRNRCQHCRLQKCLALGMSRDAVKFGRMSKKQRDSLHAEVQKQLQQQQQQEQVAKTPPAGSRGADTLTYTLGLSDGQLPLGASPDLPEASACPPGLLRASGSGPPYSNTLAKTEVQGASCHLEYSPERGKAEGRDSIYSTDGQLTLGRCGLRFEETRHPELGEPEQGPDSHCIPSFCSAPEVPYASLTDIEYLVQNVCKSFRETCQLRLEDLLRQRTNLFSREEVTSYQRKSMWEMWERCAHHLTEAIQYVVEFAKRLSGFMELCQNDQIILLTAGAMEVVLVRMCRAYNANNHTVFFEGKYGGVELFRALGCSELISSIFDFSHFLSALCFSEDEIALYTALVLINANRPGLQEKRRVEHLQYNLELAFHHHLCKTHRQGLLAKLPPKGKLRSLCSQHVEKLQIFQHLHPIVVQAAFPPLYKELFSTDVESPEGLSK
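Schneider cells (Drosophila), stable Gal4 DBD–ROR gamma + UAS-luc; 1 hr cmpd preincubation; Cu2+ induction 700 uM final; 20 hr ambient; luminescence.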
Rab9 promoter act = activates the Rab9 promoter; Huh7 Rab9 promoter-luciferase reporter, luminescence, 24 h; Potency, µM (doses to about 9.22 µM), inactives show at the top dose activation, negative = inhibition, hits mostly activators; 320,000 tested, 2.8% active; AID 485297; note: potency is the fitted concentration of half-maximal effect; % of control where 0% means no effect; nearly all actives have a fitted effect of over 60% in size
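Huh7 reporter line, Rab9 promoter upstream of luciferase. Compound exposure 24 h at 37 °C in reduced-serum medium with 10% FBS. Read-out: luminescence.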
Tb PFK block = blocks T. brucei phosphofructokinase; T. brucei PFK, ADP-Glo luminescence; Potency, µM (top dose mostly 57.5 µM), inactives show at the highest dose activity, negative = inhibition, usual class: inhibitors; 330,000 tested, 0.17% active;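 note: potency is the fitted concentration of half-maximal effect; 0% = uninhibited 1x PFK enzyme wells and -100% = no-enzyme wells; nearly all actives have a fitted effect of over 60% in size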
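Compounds were pin-transferred as a titration series up to 57 uM into substrate buffer (0.5 mM F6P, 0.1 mM ATP, pH 8.0), then 1.25 nM PFK was added and reactions ran 45 min before ADP-Glo detection.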
ELG1 genotox = genotoxicity induction in ELG1-luciferase HEK293T cells; HEK293T ELG1-luciferase reporter, luminescence, 16 h; Potency, µM (doses to about 46 µM), for inactives: at the top dose activity change, positive = activation, usual class: activators; AID 504466; 330,000 tested, 1.3% active; note: potency is the fitted concentration of half-maximal effect; % of control where 0% means no effect; nearly all actives have a fitted effect of over 60% in size
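Genotoxic stress is detected as increased luminescence from luciferase-tagged ELG1 in HEK293T cells, measured with ONE-Glo after a 16 hr treatment at 37 °C.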
TRPV1 agonist = activates the human vanilloid receptor TRPV1; Q8NER1; TRPV1-expressing cells, Fluo-8 calcium influx, agonist mode; activation, % at 8.33 µM; 320,000 tested, 0.19% active; AID 540275; in the data active = activation above about 80%; inconclusive = between about 30% and that limit; note: 0% is about no effect
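Cells expressing TRPV1 were dye-loaded with Fluo-8 and read kinetically: 10 s baseline, 3 min after compound (agonist portion), then 2 min after EC20 capsaicin (allosteric enhancer portion). Calcium-bound dye fluorescence at 480/520 nm.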
Gal4-VP16 FLuc = counter-screen for ROR gamma inhibitors: Gal4-VP16 reporter. Potency, µM (doses to about 53.6 µM), for inactives: at the highest dose activity, negative = inhibition, most hits filed as inhibitors. 310,000 tested, 3.5% active. Drosophila S2 Gal4-VP16 UAS-luciferase, luminescence, 20 h. AID 2546;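 note: Gal4-VP16 expression switched on by copper sulfate through the metallothionein promoter; potency is the fitted concentration of half-maximal effect; % is set by controls: 0 for no effect and ±100 for the full control effect; nearly all actives have a fitted effect of over 50% in size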
ELG1 repair inh = inhibitors of ELG1-dependent DNA repair in HEK293T cells; HEK293T ELG1-luciferase reporter, luminescence, 16 h; DNA damage induced by 5-fluorouridine; Potency, µM (highest dose often 46.1 µM), inactives show at the top dose activity change, negative = inhibition, most hits filed as inhibitors; 330,000 tested, 2.3% active; AID 504467; note: potency is the fitted concentration of half-maximal effect; % is set by controls: 0 for no effect and ±100 for the full control effect; nearly all actives have a fitted effect of over 55% in size
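Cells (2,000 per well) received 5-fluorouridine plus test compound or DMSO and were incubated 16 hr at 37 °C, 5% CO2. Luciferase activity was read by luminescence 30 min after ONE-Glo addition; signal suppression marked inhibition of damage-induced ELG1 function.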
BRCA1 expr up = activators of BRCA1 expression | MCF7-BRCA1-FFLuc reporter, luminescence, 48 h; response scale: scaled: vehicle 0%, 10 µM genistein 100% | Potency, µM (series often up to 46.1 µM), inactives show top-dose activation, most hits filed as activators | 380,000 tested, 1.1% active | AID 624202; note: potency is the fitted concentration of half-maximal effect; nearly all actives have a fitted effect of over 80% in size; some results filed as inactive show a strong effect at the top dose
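Compounds are tested at multiple concentrations on MCF7 BRCA1-luciferase reporter cells seeded at 2000 per well; after 48 h, a single luminescence end-point is taken and curves fitted to the normalized data.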
NPC1 prom act = activators of NPC1 promoter. Huh7 NPC1 promoter luciferase reporter, 24 h. Potency, µM (doses to about 9.22 µM), inactives show top-dose activation, actives largely listed as activators. 320,000 tested, 2.4% active;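 note: potency is the fitted concentration of half-maximal effect; % of control where 0% means no effect; nearly all actives have a fitted effect of over 60% in size; reporter is driven by a mutant NPC1 promoter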
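NPC1 promoter–luciferase Huh7 cells; 24 h compound; luminescence.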
* hit, by the source's call; ? = inconclusive; · = no result given; & = joins results of further samples; [ ] = dose if it differs, or a comment. Unless noted, calls come from the whole dose curve; as a rule, active = well fitted curve in the direction sought with a large enough effect; inconclusive = small, poorly fitted or top-dose-only effect, or another doubt; inactive = no such curve, though single readings can be large; an effect the other way counts as inactive or inconclusive. Hits appear at their usual frequency; overall some 15% were active at least once.

no.	SMILES	p53 reactivation	FLuc counter	RORg inh	Rab9 promoter act	Tb PFK block	ELG1 genotox	TRPV1 agonist	Gal4-VP16 FLuc	ELG1 repair inh	BRCA1 expr up	NPC1 prom act
1	Cn1c(=O)n(C)c2cc([N+](=O)[O-])c(N3CCN(C(=O)c4ccc(Cl)cc4)CC3)cc21	4%	-1%	-3%	-7%	7%	-8%	-1	-1%	-14%	9%	-8%
2	O=C1CSC(c2cn(-c3ccccc3)nc2-c2ccc3c(c2)OCCO3)N1CCN1CCOCC1 (centres undefined)	-7%	3%	-23%	2%	3%	-4%	-2	-7%	?	-29%	-5%
3	COc1cc(NS(=O)(=O)c2ccc(NC(=O)c3cccnc3)cc2)ncn1	-1%	1%	29%	3%	8%	-2%	0	-1%	-4%	3%	2%
4	C#CCOCCOCCOCCNc1nc(N2CCN(C(=O)[C@H](CCC(=O)O)n3cc(C(N)CO)nn3)CC2)nc(N2CCN(C(=O)[C@H](CCCCN)n3cc(C(N)[C@H](C)CC)nn3)CC2)n1 (some centres undefined)	2%	-1%	-20%	1%	-5%	0%	-3	-6%	12%	·	-2%
5	CC(O)CNc1nc2sc3c(c2c(=O)n1Cc1ccco1)CCCCC3 (centres undefined)	3%	17µM*	5%	30%	-10%	11%	2	-3%	?	65%	?
6	COc1ccc(CNC(=O)CCn2c(=O)[nH]c3ccccc3c2=O)cc1	1%	-3%	20%	1%	-1%	-3%	-3	-1%	-1%	3%	0%
7	O=C(C[n+]1ccccc1)N/N=C/c1cccc(Cl)c1Cl	-4%	0%	21%	3%	-4%	-2%	0	0%	-1%	1%	5%
8	O=C(Cc1ccc([N+](=O)[O-])cc1)N1CCCc2ccccc21	7%	-19%	9%	0%	-6%	-2%	-5	?	-3%	18%	2%
9	CCN(CC(=O)NCCc1ccc(S(N)(=O)=O)cc1)Cc1nc2cc(OC)c(OC)cc2c(=O)[nH]1	8%	-4%	-26%	-3%	-1%	13%	-2	0%	?	-19%	3%
10	CCOC(=O)c1cc2c(ccn2-c2ccc(F)cc2)n1CC(=O)N(CC)CC	-6%	-1%	41%	-8%	-4%	-5%	-2	-5%	?	-25%	-3%
11	CN(Cc1ccco1)C(=O)C1CCN(c2nnc(-n3cccc3)s2)CC1	4%	-2%	?	2%	-4%	1%	-1	-5%	-4%	18%	4%
12	COc1ccccc1OCC(O)CN1CCN(CC(=O)Nc2c(C)cccc2C)CC1 (centres undefined)	2%	3%	29%	3%[46.1 µM]	0%	-4%	-1	5%	-4%	24%&0%	-3%[46.1 µM]
13	O=P(O)(O)c1ccccc1OCc1ccccc1	-2%	-1%	4%	-4%	0%	0%	3	-8%	4%	4%	8%
14	CC1Cc2ccccc2N1C(=O)CCN1C(=O)C2C3C=CC(C3)C2C1=O (centres undefined)	-7%	5%	31%	20%	3%	0%	21	-3%	14%	-18%	-10%
15	Cc1ccc(SCCC(=O)OCC(=O)Nc2ccc(S(N)(=O)=O)cc2)cc1	5%	-18%	-33%	20%	3%	0%	14	-12%	?	6%	0%

Random excerpt: 2 entries already listed, in no set order.
no.	SMILES	p53 reactivation	FLuc counter	RORg inh	Rab9 promoter act	Tb PFK block	ELG1 genotox	TRPV1 agonist	Gal4-VP16 FLuc	ELG1 repair inh	BRCA1 expr up	NPC1 prom act
8	O=C(Cc1ccc([N+](=O)[O-])cc1)N1CCCc2ccccc21	7%	-19%	9%	0%	-6%	-2%	-5	?	-3%	18%	2%
11	CN(Cc1ccco1)C(=O)C1CCN(c2nnc(-n3cccc3)s2)CC1	4%	-2%	?	2%	-4%	1%	-1	-5%	-4%	18%	4%

Following part.
no.	SMILES	p53 reactivation	FLuc counter	RORg inh	Rab9 promoter act	Tb PFK block	ELG1 genotox	TRPV1 agonist	Gal4-VP16 FLuc	ELG1 repair inh	BRCA1 expr up	NPC1 prom act
16	CC(Nc1nc(N2CCOCC2)nc2ccccc12)c1ccccc1 (centres undefined)	25%	-1%	24%	-1%	1%	0%	19	-12%	-21%	-55%	1%
17	CN1CCN(c2ccccc2NC(=O)c2ccc([N+](=O)[O-])cc2Cl)CC1	9%	-1%	-4%	-2%	0%	-2%	-5	9%	7%	-20%	-7%
18	O=C(c1nn(Cc2ccccc2)c(=O)c2ccccc12)N1CCN(c2ccccn2)CC1	-3%	4%	10%	6%	-1%	-19%	7	-6%	?	-9%	-2%
19	COc1ccc(/C(N)=N/OC(=O)c2cccs2)cc1	?	1.9µM*	-43%	1.3µM*	-6%	8.2µM*	1	-30%	?	?	1.4µM*
20	COc1ccc(NC(=S)N(CCc2ccc(OC)c(OC)c2)Cc2ccccn2)cc1	-7%	2%	?	-1%	2%	-6%	-3	-21%	?	-11%	-3%
21	Cc1cc(C)nc(SCC(=O)N/N=C/c2cccn2-c2ccc(O)cc2)n1	6%	0%	14%	6%	2%	-3%	0	5%	1%	-19%	-1%
22	CCCc1cc(=O)[nH]c(SCC(=O)c2cc(C)n(-c3cc(C)on3)c2C)n1	3%	?	25%	10%	0%	-1%	1	4%	-3%	-26%	-1%
23	CCOc1ccc(N2C(=O)CC(Sc3nc(C)cc(C)n3)C2=O)cc1 (centres undefined)	-8%	6%	0%[10 µM]	-11%	4%	-6%	-1	3%	1%	5%	-1%
24	CCOC(=O)N1CCC(NC(=O)CS(=O)Cc2nc(-c3ccc(Cl)cc3)oc2C)CC1 (centres undefined)	-2%	-1%	22%	-13%	1%	-13%	1	7%	?	-35%	-6%
25	COc1cc(C(=O)NCCc2cc3c(OC)ccc(OC)c3[nH]c2=O)cc(OC)c1OC	-3%	-5%	4%	2%	-2%	-1%	2	-5%	?	-20%	-5%
26	O=C(Nc1ccccc1N1CCOCC1)c1ccc(Br)o1	4%	-13%	-33%	0%	0%	-2%	-4	-6%	?	5%	-2%
27	O=C(COC(=O)c1ncc(Cl)c(Cl)c1Cl)Nc1ccccc1OC(F)F	-2%	?	-25%	0%	-1%	0%	16	-3%	3%	-8%	-2%
28	CCOc1ccc(N(CC(=O)NCCSCc2ccco2)S(=O)(=O)c2ccc(C)cc2)cc1	-19%	2%	-9%	0%	-19%	-7%	1	1%	?	-4%	0%
29	O=C(COc1ccc(/C=N/NC(=O)c2ccccc2)cc1)Nc1ccc([N+](=O)[O-])cc1	3%	-2%	-7%	6%	-10%	14%	2	-10%	-3%	12%	-3%
30	C/C(CC(=O)Nc1ccc([N+](=O)[O-])cc1)=N/NC(=O)C1CC12CCC2 (centres undefined)	12%	-7%	?	3%	-2%	-4%	3	4%	-3%	-8%	1%
31	CC1CN(S(=O)(=O)c2cccc(C(=O)Nc3ccccc3N3CCOCC3)c2)CC(C)O1 (centres undefined)	0%	3%	·	-7%	-9%	-1%	7	·	-25%	-36%	-4%
32	CC(=O)N1CCN(S(=O)(=O)c2cccc(C(=O)NC3CCC(C)CC3)c2)CC1 (centres undefined)	2%	6%	25%	3%	-3%	-1%	1	-7%	2%	31%	-3%
33	COc1ccc(CCN(C(=O)c2snc(C(N)=O)c2N)C(C)C(=O)NC2CCCCC2)cc1OC (centres undefined)	-3%	3%	1%	2%	-1%	-2%	-1	3%	-12%	-24%	1%
34	O=C(c1ccc(Cl)cc1)c1c[nH]cc1-c1ccccc1	-2%	1%	-2%	-7%	0%	5%	13	-14%	26%	17%	1%
35	O=C(O)C/C(=C\c1cccc(NC(=O)c2ccccc2Cl)c1)c1nc2ccccc2s1	13%	?	-37%	2%	?	4%	2	6%	17%	53%	-2%
36	Cc1cc(C)c2c(=O)n(-c3ccccc3)[nH]c2n1	12%	?	1%	?	3%	?	0	-6%	?	12%	?
37	Cc1ccc(CNC(=O)COC(=O)COc2ccc(C#N)cc2)cc1	-2%	7%	·	-1%	2%	1%	1	·	13%	5%	-3%
38	CCCc1ccc(OCc2ccc(C(=O)NCc3cccnc3)o2)c(OC)c1	-3%	-7%	1%	-1%	0%	0%	-4	0%	12%	89%	1%
39	C/C=C/c1ccc(Oc2nnnn2-c2ccc(C(N)=O)cc2)c(OC)c1	-23%	3%	5%	2%	4%	-5%	6	-5%	-8%	-36%	-3%
40	Cc1ccc(C)n1-c1ccc(C(=O)NCC2CCCO2)cc1 (centres undefined)	?	?	4%	?	0%	?	0	-4%	0%	-7%	16%
41	COc1cccc(NC(=O)Cn2c(=O)n(-c3ccccc3)c(=O)c3oc4ccccc4c32)c1	2%	-8%	-4%	-2%	4%	0%	1	-1%	-15%	-21%	-1%
42	COC(=O)c1ccc(C(=O)OC)c(NC(=O)CN(C)Cc2cccc(Cl)c2Cl)c1	-4%	5%	21%	0%	0%	-7%	?	-8%	-24%	-55%	-3%
43	O=C(CSc1nnc(-c2cccs2)o1)N1CCOCC1	?	0%	-9%	0%	-7%	4%	-5	-5%	?	17%	-1%
44	CCOC(=O)C1(Cc2cccc(F)c2)CCN(Cc2cn(CC)nc2C)CC1	-2%	0%	15%	-1%	5%	-7%	11	2%	15%	-6%	0%
